# Screening results: PubChem, several laboratories
# PKA inh = PKA (human) kinase inhibition; PKA Kemptide phosphorylation, Kinase-Glo ATP luminescence; inhibition, % at 6 µM; 0.1% of 65,000 active;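 active means inhibition above the screen-wide mean inhibition plus 3 SD, cut at about 21% in these data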; further: many of its hits are not listed in these tables
# CatG inh = blocks human cathepsin G enzyme activity | P08311 | purified enzyme, AMC-tetrapeptide fluorescence, pooled mixtures | inhibition, % at 5 µM (by protocol) | 0.2% of 62,000 active | AID 581;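 active means inhibition above 20% in each of the two mixture wells holding the compound; inactive means inhibition of 20% or less in either well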;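 further: 0% = enzyme control without mixture and 100% = blank lacking enzyme; strong numbers were not always called active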
# Target sequence (P08311 21-244 limits assumed): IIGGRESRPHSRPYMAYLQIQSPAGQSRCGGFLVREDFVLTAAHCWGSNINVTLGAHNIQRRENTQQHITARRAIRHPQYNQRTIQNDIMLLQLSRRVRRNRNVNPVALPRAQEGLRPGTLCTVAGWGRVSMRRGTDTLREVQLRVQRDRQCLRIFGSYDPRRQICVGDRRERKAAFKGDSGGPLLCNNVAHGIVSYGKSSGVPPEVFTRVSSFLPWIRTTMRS
# JNK3 blocker = blocks human JNK3 kinase activity | inhibition, % at 8 µM | P53779 | 0.61% of 60,000 active | purified JNK3 kinase activity, HTS; in the data active means inhibition above about 17%;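 further: 0% = DMSO and 100% = reference inhibitor; many of its hits are not listed in these tables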
# C1s inh = blocks human complement C1s protease activity. purified C1s, fluorogenic AMC substrate, pooled mixtures. mean inhibition % of two 10-compound mixtures (stronger effect = higher value), % at 5 µM (by protocol). 0.16% of 62,000 active. AID 538;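 active means inhibition above 20% in each of the two 10-compound mixture wells holding the compound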;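 further: 0% = enzyme wells lacking compound mixture and 100% = no-enzyme blank wells; some compounds called inactive have numbers as strong as hits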
# CatL inh = blocks human cathepsin L protease activity; P07711; AID 460; purified cathepsin L, fluorogenic substrate, fluorescence; 0.17% of 58,000 active; inhibition, %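 (tested at 10 µM)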; in the data active means inhibition above about 45%;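 further: 0% = enzyme with no compound and 100% = no enzyme blank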
# ROCK2 blocker = inhibitors of human Rho kinase 2 | O75116 | purified ROCK2, Kinase-Glo ATP depletion luminescence | inhibition, % at 6 µM | 0.35% of 60,000 active | AID 604;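 active means inhibition above the screen-wide mean inhibition plus 3 SD, cut at about 18% in these data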;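 further: plate controls were DMSO wells for no effect and Y-27632 control wells after no-enzyme background subtraction for full effect; many of its hits are not listed in these tables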
# FXIIa inh mix = factor XIIa (human) inhibition, mixture screen; P00748; purified FXIIa, fluorogenic substrate, pooled mixtures; inhibition, % at 5 µM; 0.2% of 62,000 active; AID 684;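 further: 0% = enzyme without compound and 100% = no enzyme blank; some results filed as inactive read as strong as hits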
# FXIa inh mix = blocks human factor XIa in pooled compound mixtures. purified FXIa, fluorogenic substrate. AID 680. P03951. inhibition, % at 5 µM. 0.19% of 62,000 active;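 further: each value is inhibition by a whole ten-compound pool holding the compound; 0% = enzyme with no mixture and 100% = wells lacking enzyme; strong numbers were not always called active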
# Target sequence (P03951 19-387 limits assumed): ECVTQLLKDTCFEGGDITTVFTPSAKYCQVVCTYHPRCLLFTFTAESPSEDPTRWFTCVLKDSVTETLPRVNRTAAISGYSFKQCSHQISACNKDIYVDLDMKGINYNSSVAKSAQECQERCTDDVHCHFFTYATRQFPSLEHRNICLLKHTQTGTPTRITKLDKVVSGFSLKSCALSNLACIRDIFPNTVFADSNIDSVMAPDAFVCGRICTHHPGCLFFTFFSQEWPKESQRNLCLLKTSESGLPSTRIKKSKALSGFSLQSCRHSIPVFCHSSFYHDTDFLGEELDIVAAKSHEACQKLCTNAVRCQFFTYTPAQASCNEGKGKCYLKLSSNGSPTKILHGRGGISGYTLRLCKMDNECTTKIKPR
# Target sequence (P03951 388-625 limits assumed): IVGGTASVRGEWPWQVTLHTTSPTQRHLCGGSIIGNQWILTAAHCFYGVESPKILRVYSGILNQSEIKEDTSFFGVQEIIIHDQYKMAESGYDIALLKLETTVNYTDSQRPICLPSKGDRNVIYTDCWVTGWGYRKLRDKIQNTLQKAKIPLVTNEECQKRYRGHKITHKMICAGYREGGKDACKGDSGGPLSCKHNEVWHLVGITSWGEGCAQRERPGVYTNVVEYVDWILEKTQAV
# CatS inh = inhibitors of human cathepsin S. P25774. recombinant cathepsin S, AMC dipeptide fluorescence, pooled mixtures. inhibition, %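 (tested at 5 µM per compound within 10-compound mixtures)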. 0.06% of 62,000 active. AID 501; in the data active means inhibition above about 32%, passing the limit was not always enough;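 further: 0% = enzyme without compound and 100% = blank without enzyme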
# Target sequence (P25774 115-331 limits assumed): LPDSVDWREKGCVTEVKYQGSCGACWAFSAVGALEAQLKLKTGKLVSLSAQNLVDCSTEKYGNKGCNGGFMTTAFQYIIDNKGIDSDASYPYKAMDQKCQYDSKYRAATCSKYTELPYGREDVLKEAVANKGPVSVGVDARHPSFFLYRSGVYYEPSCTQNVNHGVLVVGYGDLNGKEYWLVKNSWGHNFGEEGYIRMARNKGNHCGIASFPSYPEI
# Active calls of the source: *; x = not tested or not shown. Unless noted, no stated cut-off is given here; in the data, active means inhibition above about 20% (passing the limit was not always enough); inactive means the rest.
SMILES,PKA inh,CatG inh,JNK3 blocker,C1s inh,CatL inh,ROCK2 blocker,FXIIa inh mix,FXIa inh mix,CatS inh
COc1ccccc1NC(=O)Cc1nn(C)c(=O)c2ccccc12,4,4,1,4,-3,4,2,2,2
Cc1cccc(NC(=O)C2CCCN(C(=O)Nc3ccccc3)C2)c1C (centres undefined),16,-19,2,-43,-8,8,-1,-3,3
O=C1Nc2ccccc2C12Nc1ccccc1S2 (centres undefined),1,-1,-6,-5,1,0,-1,3,4
O=C1CC(N2CCN(c3ccccc3Cl)CC2)C(=O)N1c1ccccc1 (centres undefined),5,9,4,11,-13,2,-4,8,-3
Cc1cccn2c(=O)c3cc(C#N)c(=NC(=O)c4ccncc4)n(Cc4ccco4)c3nc12,2,0,9,-27,-36,-1,5,0,15
C=CCOc1c(Cl)cc(/C=N/O)cc1OC,-3,-1,-2,-4,x,5,-1,11,0
O=C(Nc1nnc(CC(=O)N2CCCC2)s1)c1cnccn1,6,7,x,3,0,x,5,-1,-3
CCOC(=O)N1CCC(NC(=O)C2CCN(C(=O)N3CCOc4ccccc43)CC2)CC1,-4,-7,x,-43,-14,x,0,6,-17
CCOc1ccc(NC(=O)CSc2nc3cccnc3n2CCOC)cc1,9,2,2,5,10,6,6,-2,1
CN1CCN(CCP(=O)(c2ccccc2)c2ccccc2)CC1,x,1,x,5,21,x,1,4,17
CCn1cc(C2N3CC4(C)CN2CC(C)(C3)C4=O)c2ccccc21 (centres undefined),7,9,5,16,14,7,1,4,0
O=C(Nc1ccon1)c1cccc(S(=O)(=O)N2CCCC2)c1,4,-3,-3,3,-1,6,6,8,-7
CCn1cc(C(=O)NC2CCCCC2)c(=O)c2cc(S(=O)(=O)N(C)C)ccc21,2,0,-4,-25,x,-5,4,16,18
CCN(CC)CCCNC(=O)c1cc2c(-c3ccc(Cl)cc3)nn(C)c2s1,8,-24,7,-82,-15,2,3,-27,-12
COc1cccc(C(=O)N2CCN(S(=O)(=O)Cc3ccccc3)CC2)c1OC,2,x,-2,x,-9,3,x,x,x
COC(=O)c1cccc(CSc2nnc(-c3ccco3)n2-c2ccccc2)c1,3,-1,-7,3,4,3,6,5,8
CCN(CC)S(=O)(=O)c1ccc(Cl)c(C(=O)NCC2CCCO2)c1 (centres undefined),-3,-1,4,1,16,1,-20,10,4
Nc1nnc(-c2ccccc2)c(-c2ccccc2)n1,7,13,7,13,8,3,2,11,12
CCc1nnc(SCC(=O)Nc2ccc(C(C)=O)cc2)nc1CC,-2,-3,4,-1,13,1,14,8,2
O=C(CN1CCCN(S(=O)(=O)c2ccc(Br)cc2)CC1)Nc1ccc2c(c1)OCO2,1,-4,4,-5,51*,-4,-12,5,3

# Reprinted from the part before: two compounds; new compounds follow.
SMILES,PKA inh,CatG inh,JNK3 blocker,C1s inh,CatL inh,ROCK2 blocker,FXIIa inh mix,FXIa inh mix,CatS inh
CCc1nnc(SCC(=O)Nc2ccc(C(C)=O)cc2)nc1CC,-2,-3,4,-1,13,1,14,8,2
O=C(CN1CCCN(S(=O)(=O)c2ccc(Br)cc2)CC1)Nc1ccc2c(c1)OCO2,1,-4,4,-5,51*,-4,-12,5,3
CCCNC(=O)NC1C(NC(=O)NCCC)N(C)C(=O)N1C (centres undefined),-14,-6,-8,0,-2,-5,7,2,-5
CC(=O)Nc1sc(C)c(C)c1CN1CCN(S(=O)(=O)c2ccccc2)CC1,7,7,x,4,5,x,6,6,2
CCCN(CC1CC1)C(=O)Nc1ccccc1C,5,-11,-7,-2,7,3,9,4,-1
O=C(NCCN1CCCC1)c1ccc2c(c1)N(Cc1ccc(F)cc1)C(=O)c1ccccc1S2=O (centres undefined),3,-1,-1,-8,x,4,6,8,8
Cc1cc2c(=O)n(Cc3ccco3)c(SCC(=O)c3ccc(Cl)s3)nc2s1,-9,-1,-7,1,-1,-12,-6,8,-7
CNC(=O)C1CC(=O)N(Cc2ccc3c(c2)OCO3)C(=Nc2ccc(F)cc2)S1 (centres undefined),-5,0,1,-3,-2,-7,7,6,5
CCNc1nc(OC)nc(Oc2ccc(=O)n(-c3ccccc3)n2)n1,4,13,x,12,-5,x,12,4,-5
CCCCn1c(SCC2CCCCO2)nc2cc(S(N)(=O)=O)ccc21 (centres undefined),2,11,1,17,-3,5,2,14,-3
O=S(=O)(NC1=NCCCCCC1)c1cccs1,5,4,-6,0,4,-1,-5,0,-2
Cc1cc(Nc2ccc(F)c(Cl)c2)n2ncnc2n1,-5,-1,-1,-4,10,2,31,10,5
CC(C)NC(=O)C1CCCN(S(=O)(=O)c2cccs2)C1 (centres undefined),1,0,6,-29,-10,0,5,-8,-11
CS(=O)(=O)NCCSCc1c(F)cccc1Cl,-1,-3,-5,-13,-7,1,5,2,-8
Cc1ccnc(N2CCN(C(=O)CSc3nc4ccccc4nc3N3CCCCC3)CC2)c1,-2,5,6,10,6,0,-3,11,-2
C=CCn1c(C)cc(C(=O)CSc2nnc(NCc3ccccc3)s2)c1C,11,-2,-1,-7,-3,2,28,2,-7
CCOc1ccc(C2N(c3ccc(F)cc3)C(=O)C3CCCN32)cc1 (centres undefined),7,8,1,7,x,3,-3,3,-2
O=C(CSc1nc(-c2ccc(F)cc2)cs1)N1CCOCC1,6,3,4,-3,2,10,8,7,-4
CCCCNC(=O)C1c2cc(OC)c(OC)cc2C(=O)N(C)C1c1ccc(OC)cc1 (centres undefined),10,0,x,-7,12,x,5,-2,0
C/C=C/Cn1c(SCc2ccc(Cl)cc2)nc2c1c(=O)[nH]c(=O)n2C,6,-1,-4,-6,-10,3,0,6,3
O=C1CC(c2ccc3c(c2)OCO3)C2=C(CCCC2=O)N1 (centres undefined),2,-13,1,-23,-7,0,5,1,-3
O=C(O)c1ccccc1C(=O)N1CCN(c2cccc(Cl)c2)CC1,6,8,0,-12,9,6,3,3,13
Cc1cc2nc(-c3ccc(SCC(=O)N4CCN(C(=O)c5ccco5)CC4)nc3)[nH]c2cc1C,-4,12,x,4,x,x,2,11,10
Cn1c(=O)c2cc(S(=O)(=O)Nc3cccc(F)c3)ccc2n(C)c1=O,-2,9,x,3,x,x,2,2,-3
CCOc1ccc2nc(N3CCC(C(=O)N4CCN(c5ccccn5)CC4)CC3)sc2c1,2,-3,1,-29,x,-1,12,4,7
Cc1cc(NC(=O)CSc2nnc3c(C)cc4cc5c(cc4n23)OCO5)no1,-6,18,-3,20,-15,-5,15,14,3
N#CCCN(CC(=O)O)S(=O)(=O)c1ccccc1,-4,13,0,2,-3,4,2,-1,6
Cc1ccc(-c2csc3nnc(SCC(=O)NCc4ccc5c(c4)OCO5)n23)cc1,5,-12,0,-186,x,-2,5,-32,-5
Cc1nc(CN2CCCC2=NC#N)n(-c2ccccc2)n1,10,-5,-2,-41,9,4,12,0,-13
COc1ccc2nc(SCC(=O)Nc3ccccc3C#N)[nH]c2c1,4,10,15,14,13,-3,10,8,-6
CCOc1cc(CO)ccc1OCC(=O)N1CCCCC1,12,5,0,2,4,7,4,-3,10
CCN(Cc1ccccc1)S(=O)(=O)c1ccc(S(=O)(=O)N2CCN(CCC#N)CC2)cc1,7,9,1,5,x,3,-6,-3,13
Cc1c(N=Cc2ccc(-c3ccc(Cl)cc3)o2)c(=O)n(-c2ccccc2)n1C,0,10,0,0,3,-3,4,8,-6
Cc1cccc(NC(=O)c2sc3nc(-c4ccc(F)cc4)cn3c2C)n1,-7,0,-5,-14,-13,-1,4,5,15
CCc1ccccc1NC(=O)c1cc(C2CC2)on1,2,11,-3,17,3,0,2,9,7
O=C(Cc1c[nH]c2ccccc12)N1CCc2ccccc21,5,3,-1,5,5,-3,8,3,10
COc1ccc(C(=O)N2CCN(c3c(C)cccc3C)CC2)cc1OC,5,12,6,19,12,3,-1,8,9
O=c1[nH]c2ccc(Cl)cc2c(-c2ccccc2)c1N1CCOCC1,-4,7,3,-3,10,4,9,-4,3
CC(C)N1C(=O)C2C(C(=O)NCc3ccccc3)C3C=CC2(O3)C1C(=O)NC(C)(C)C (centres undefined),11,2,-3,-4,1,1,-2,9,3
CN(CP(=O)(O)CN(C)S(C)(=O)=O)S(C)(=O)=O,9,10,-1,10,11,4,5,10,3
Cc1occc1-c1nnc(SCC(=O)c2c(N)n(Cc3ccccc3)c(=O)n(C)c2=O)n1C,8,-3,0,-3,1,3,10,1,0
CCN1C(=O)N(CC)C2C1N(C(C)=O)C(=O)N2C(C)=O (centres undefined),3,1,3,-14,-3,0,10,5,-7

# The closing two entries of the section above come first, to join the parts.
SMILES,PKA inh,CatG inh,JNK3 blocker,C1s inh,CatL inh,ROCK2 blocker,FXIIa inh mix,FXIa inh mix,CatS inh
Cc1occc1-c1nnc(SCC(=O)c2c(N)n(Cc3ccccc3)c(=O)n(C)c2=O)n1C,8,-3,0,-3,1,3,10,1,0
CCN1C(=O)N(CC)C2C1N(C(C)=O)C(=O)N2C(C)=O (centres undefined),3,1,3,-14,-3,0,10,5,-7
COc1ccc(-n2c(Cc3cccn3C)nnc2SCC(=O)NC2CCCCC2)cc1,-6,-2,-4,0,-6,-1,1,6,8
O=C(CCCN1Cc2ccccc2C1)c1ccc(F)cc1,6,-16,-4,-19,-5,0,11,-1,0
O=c1c2cc(Cl)ccc2oc2nc3n(c(=O)c12)CCCS3,1,10,4,13,-5,4,-3,6,-7
Cc1cc(C)c2[nH]c(=O)c(C(c3nnnn3CC3CCCO3)N3CCCC(C)C3)cc2c1 (centres undefined),8,-4,-3,-5,7,6,15,1,-1
O=C(Nc1ccc(F)cc1)C1CCCN(S(=O)(=O)c2cccc3cccnc23)C1 (centres undefined),4,12,2,14,x,5,7,4,10
CCn1c(SCC(=O)c2ccc(F)cc2)nnc1-c1ccoc1C,6,10,-4,19,-2,-6,7,11,0
O=C(O)CCCC(=O)Nc1ccccc1Br,-7,1,1,-1,7,1,7,8,-4
Oc1cnc2ccccc2c1CN1CCOCC1,-4,10,-14,10,-14,-8,-2,3,-20
COc1ccc(C(O)c2nc3ccccc3s2)cc1 (centres undefined),-3,15,4,16,31,0,34,8,9
CN(CC(=O)Nc1ccc(C#N)cc1)Cc1ccc(Cl)cc1,7,-3,4,2,x,4,2,10,-6
Cn1ccnc1Sc1nc(Nc2cccc(Cl)c2)nc(N2CCOCC2)n1,-4,11,1,7,8,3,12,2,6
NC(=O)CNC1CC(=O)N(CCc2ccccc2)C1=O (centres undefined),x,7,x,-19,1,x,9,14,10
CC(=O)Nc1nc(-c2ccc(Br)s2)cs1,7,-5,-1,-6,7,7,14,2,-2
CCn1cc(C(=O)NCCCOC)c(=O)c2cc(S(=O)(=O)N(C)C)ccc21,7,-7,-4,-19,2,4,-1,-5,-14
COc1ccc(Cl)cc1S(=O)(=O)N1CCCC(C(=O)NCC(N)=O)C1 (centres undefined),8,8,2,15,6,8,2,4,-4
COc1ccc(-c2nnc3sc(-c4ccco4)nn23)cc1OC,11,-4,0,1,-10,3,-20,9,16
O=C(C1CC1)N1CCc2cc(Br)cc(S(=O)(=O)NC3CCCCC3)c21,-3,-2,x,-5,-2,x,2,3,-6
CCCc1nc2n[nH]c(N)c2c2c1COC(C)(C)C2,4,x,1,x,-8,9,x,x,x
CC1=C(C(N)=O)C(c2ccc(Cl)cc2)NC(=O)N1 (centres undefined),11,6,-4,-3,8,10,8,-3,-11
CC(C)CCn1c(CN2CCN(Cc3ccccc3)CC2)nc2c1c(=O)n(C)c(=O)n2C,-4,12,-4,5,-10,0,5,11,14
Cc1ccc(S(=O)(=O)N2C(=O)CCC2C(=O)N2CCN(C)CC2)cc1 (centres undefined),9,9,-4,54,5,4,9,3,-2
CCN(CC)CCCN1C(=O)C(O)=C(C(=O)c2ccc(C)o2)C1c1cccs1 (centres undefined),8,-2,13,1,-10,4,5,19,-1
Cc1cccc2cc(CN(Cc3nnnn3Cc3ccccc3)C3CCCC3)c(=O)[nH]c12,-1,4,-2,-1,0,-1,1,2,-6
O=C(CSc1nnc(-c2ccccc2F)n1C1CCCCC1)N1CCCC1,10,-1,0,-15,x,5,2,-2,-1
